S100A4 inh HTS: S100A4-myosin IIA interaction inhibition; P26447; 360,000 compounds, 0.14% hits; inhibition, % at 10.7 µM; S100A4/TAMRA-MyoIIA peptide fluorescence polarization; AID 652163;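 active = mean inhibition of at least 70% across replicates, with every replicate also reaching that level; inconclusive = mean inhibition reaches 70% but some replicates fall short; inactive = mean inhibition below 70%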
Target sequence (P26447 whole entry, looked up): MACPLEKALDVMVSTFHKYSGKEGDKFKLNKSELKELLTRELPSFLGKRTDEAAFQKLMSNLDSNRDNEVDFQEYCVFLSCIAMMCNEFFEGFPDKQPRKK
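incubation = readout 5 min after mixing, signal stable up to 60 min | system = S100A4 monomer protein | buffer or medium = HEPES pH 7.2 with CaCl2, KCl, NaCl, DTT, Triton | benchmarks = neutral control DMSO, positive control TFP | also added = fluorescent myosin IIA peptide, 5 nM | compound dosing = one concentration per compound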
ERp5 inh: blocks human ERp5 reductase activity on insulin; ERp5 insulin aggregation, absorbance 650 nm, 90 min; Q15084; 350,000 compounds, 0.05% hits; inhibition, % at 9.99 µM;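 active = mean replicate inhibition above about 25%, with every replicate also reaching it, limit read from the data, passing the limit was not always enough; inconclusive = only one of those two criteria met; inactive = neither criterion met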
esBAF inh: SWI/SNF esBAF complex inhibition. reporter increase, % at 12.5 µM. AID 602393. mouse ES cells, Bmi1-luciferase knock-in reporter, 24 h; 100% = twice the neutral-well signal. 350,000 compounds, 2% hits; in the data active = activation above about 40%; inconclusive = no clear call, values can overlap the other calls;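 also: 0% = median of the plate's neutral control wells and 100% = double that signal; a rise in the Bmi1 reporter signal indicates esBAF inhibition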
ERAP1 HTS inh: blocks human ERAP1 aminopeptidase activity | Q9NZ08 | recombinant ERAP1, Leu-AMC fluorescence, 60 min | inhibition, % at 10.7 µM | 340,000 compounds, 0.15% hits | AID 652197;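 active = mean replicate inhibition of at least 30%, or all replicates individually reaching that 30% level; inactive = mean below 30% and not every replicate reaching it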;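 also: 0% = neutral control wells and 100% = L-leucinethiol positive control wells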
Target sequence (Q9NZ08 whole entry, looked up): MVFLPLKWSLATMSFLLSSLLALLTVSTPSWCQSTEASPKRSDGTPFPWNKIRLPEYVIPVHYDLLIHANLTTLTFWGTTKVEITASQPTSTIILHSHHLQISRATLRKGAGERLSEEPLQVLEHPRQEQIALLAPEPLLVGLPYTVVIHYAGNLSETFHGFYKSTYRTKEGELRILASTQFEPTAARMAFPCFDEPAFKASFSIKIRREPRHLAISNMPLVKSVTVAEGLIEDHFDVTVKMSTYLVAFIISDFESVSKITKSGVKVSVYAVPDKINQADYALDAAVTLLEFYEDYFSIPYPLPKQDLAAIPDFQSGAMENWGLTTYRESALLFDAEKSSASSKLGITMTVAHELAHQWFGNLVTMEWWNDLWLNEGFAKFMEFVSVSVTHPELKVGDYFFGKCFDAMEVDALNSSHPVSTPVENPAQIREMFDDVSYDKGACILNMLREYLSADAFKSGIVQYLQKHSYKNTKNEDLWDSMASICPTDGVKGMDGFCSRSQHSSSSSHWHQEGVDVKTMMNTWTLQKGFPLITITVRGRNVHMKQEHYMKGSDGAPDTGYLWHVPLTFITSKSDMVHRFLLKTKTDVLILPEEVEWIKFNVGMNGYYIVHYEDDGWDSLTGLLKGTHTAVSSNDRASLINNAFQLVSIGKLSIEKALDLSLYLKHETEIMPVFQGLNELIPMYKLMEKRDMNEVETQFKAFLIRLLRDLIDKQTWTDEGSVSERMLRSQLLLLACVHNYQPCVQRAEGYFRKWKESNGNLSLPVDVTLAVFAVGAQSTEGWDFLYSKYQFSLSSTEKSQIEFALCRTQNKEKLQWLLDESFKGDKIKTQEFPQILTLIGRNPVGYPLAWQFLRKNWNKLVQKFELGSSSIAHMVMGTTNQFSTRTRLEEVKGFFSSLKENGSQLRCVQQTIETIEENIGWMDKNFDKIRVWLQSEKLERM
E-selectin induc: induces E-selectin expression in human endothelial cells; activation, % at 7.58 µM; HUVEC E-selectin immunofluorescence imaging; normalized: neutral wells 0, TNF-alpha wells 100; 260,000 compounds, 0.37% hits; P16581;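 active = mean E-selectin-positive cell signal at least 10% of the positive control, reached in at least 60% of replicates, without over 20% cell loss; inconclusive = no rule given, readout overlaps actives, possibly toxicity-flagged; inactive = the rest, including those meeting only one limit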;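 also: in these data hits start at about 27%; measured in HUVEC primary endothelial cells; signal is the percent of cells scored E-selectin positive by PE staining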
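Read-out basis: % PE-positive cells; Test system: HUVEC primary endothelial cells; Technique: immunofluorescence imaging; Dosing: single-point compound dose.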
RAD52 anneal inh: inhibitors of human RAD52 DNA annealing; recombinant RAD52 DNA annealing, FRET fluorescence; 360,000 compounds, 0.46% hits; inhibition, % at 18.7 µM; AID 651710;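 active = every replicate showing at least 50% inhibition; inconclusive = mean inhibition at least 50% but not in every replicate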
XiGFP reactiv: reactivates the inactive X chromosome in mouse fibroblasts. XiGFP mouse fibroblasts, % GFP-positive cells imaging, 3 d; cells co-treated with 5-aza-dC sensitizer; scaled so ellipticine positive control = 100%. activation, % at 7.58 µM. 360,000 compounds, 0.055% hits. AID 743238;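 active = mean normalized replicate activation at least 10% and every replicate at or above 10%; inconclusive = only one of the two criteria met; inactive = mean below 10% and not all replicates reach 10%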;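 also: 0% = median of on-plate neutral control wells and 100% = ellipticine 6 µM median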
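assay system = SV40-immortalized XiGFP fibroblast cells, line 68-5-11 | buffer or medium = DMEM plus 5-aza-dC sensitizer | doses = single-point pinned compound dosing | times = 3-day compound exposure, then 15 min fixation at room temperature | benchmarks = positive control ellipticine, 6 µM final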
RAD54 branch: RAD54 (human) branch migration inhibition. Q92698. RAD54 Holliday junction branch migration, FAM/BHQ fluorescence. inhibition, % at 10.4 µM. 360,000 compounds, 0.14% hits. AID 602329;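 active = mean normalized replicate activity at least 40 and at least half of replicates scoring 40 or more; inconclusive = only one of the two criteria met; inactive = mean below 40 and under half of replicates reaching 40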;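 also: 0% = median of neutral control wells and 100% = median of positive control wells; inhibitors cause a drop in the FAM fluorescence signal; in these data hits start at about 50%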
An asterisk follows results filed as active; u = inconclusive; x = not tested or not shown.

structure,ERAP1 HTS inh,ERp5 inh,RAD52 anneal inh,S100A4 inh HTS,E-selectin induc,esBAF inh,XiGFP reactiv,RAD54 branch
CCCn1nnnc1-c1cc(Cl)cc(Cl)c1,-9,-2,-12,5,x,-10,x,-10
CN(Cc1cccc(F)c1)C(=O)c1cccc(S(=O)(=O)N2CCN(Cc3ccccc3)CC2)c1,1,14,-8,4,1.0,x,0.0,-3
COCC(=O)Nc1ccc2c(c1)OC[C@H](C)N(C(=O)c1cnccn1)C[C@@H](C)[C@H](OC)CN(C)C2=O,1,-4,-19,-2,-0.2,4,0.0,4
COc1ccc(CCC(=O)N2CCN(S(=O)(=O)c3cccc(Cl)c3)CC2)cc1,4,-21,-14,-3,x,0,-0.4,-3
CC(C)NC(=O)Nc1ccc2c(c1)C(=O)N([C@@H](C)CO)C[C@@H](C)[C@H](CN(C)Cc1ccc(Cl)c(Cl)c1)OCCCC[C@@H](C)O2,3,0,25,10,x,6,-0.1,6
FC(F)(F)c1ccccc1NC(=S)N1CCc2ccccc2C1,2,0,3,-1,2.1,x,-0.1,x
C[C@@H]1CN([C@H](C)CO)C(=O)c2ccccc2-c2ccccc2CO[C@H]1CN(C)C(=O)Nc1ccccc1,-6,-6,-2,-4,-0.1,8,-0.1,8
Cc1ccccc1C(=O)N1[C@@H](C(C)C)COc2cc(Br)ccc2S1(=O)=O,-2,4,-7,-24,-0.2,-13,0.7,8
CC(C)NC(=O)Nc1ccc2c(c1)C(=O)N([C@@H](C)CO)C[C@H](C)[C@@H](CN(C)CC1CCCCC1)O2,-1,-6,3,-10,0.4,4,0.3,7
Cc1cccc(N=C2NC(=O)/C(=C/c3cccn3C)S2)c1C,3,0,-66,-16,2.3,17,0.0,-5
CN(C)C(=O)c1cccc(-c2ccc3c(c2)[C@@H]2[C@@H](CCN2C(=O)C2CCCC2)[C@H](CO)N3)c1,-1,-2,13,-43,0.1,x,-0.1,x
Cc1cccc(C)c1NC(=O)c1csc([C@H]2C[C@H](O)[C@@H](CO)O2)n1,1,0,-15,-5,0.6,-5,0.1,10
CN(C)C(=O)C[C@@H]1C[C@H]2c3cc(NC(=O)C4CCOCC4)ccc3O[C@H]2[C@H](CO)O1,-1,0,0,-28,0.7,-6,-0.1,-1
O=C(Nc1ccc(F)cc1)N[C@H]1C=C[C@@H](CC(=O)N2CCOCC2)O[C@H]1CO,-5,1,14,0,-0.1,-15,-0.3,2
CCc1cccc(NC(=O)O[C@H]2[C@H](OC(=O)Nc3ccccc3-c3ccccc3)[C@H](OC(=O)Nc3ccccc3-c3ccccc3)[C@@H](OC)O[C@@H]2CO)c1,-1,1,9,4,x,x,x,x
COc1ccc(NC(=O)N2C[C@H](O)COC[C@@H]3O[C@@H](CC(=O)N4CCN(C)CC4)CC[C@H]32)cc1,0,1,-13,0,0.0,6,-0.1,6
CSc1ncccc1C(=O)OCC(=O)c1ccccc1,-4,7,12,-13,-0.1,21,0.3,3
O=C(NCCc1ccccn1)C1CCN(S(=O)(=O)c2ccc3ccccc3c2)CC1,2,-3,-10,1,x,x,0.0,x
Cc1ccc(C(=O)OCc2cc(=O)n3c(C)csc3n2)s1,-2,0,-6,1,0.3,-1,0.0,1
Cc1ccc(NCCC(=O)c2ccccc2)cc1Cl,-4,-3,-9,-2,0.2,60*,0.0,10
Cn1cnc(S(=O)(=O)N2C[C@@H](O)COC[C@H]3O[C@@H](CC(=O)NCc4ccc(F)cc4)CC[C@@H]32)c1,0,-1,4,19,-0.1,0,0.0,5
Cc1cc(C)cc(N=C2NC(=O)/C(=C/c3cccs3)S2)c1,8,1,-23,1,x,x,0.2,x
O=[N+]([O-])c1cc(C(F)(F)F)cc([N+](=O)[O-])c1N1CCCNCC1,3,-2,-8,8,-1.2,-10,0.7,10
CCOc1ccc(CN(C)CC(O)COC(c2ccc(OC)cc2)c2ccc(OC)cc2)cc1 (centres undefined),-3,2,12,-6,x,x,0.0,5
CCN(C(=S)NCc1ccccc1)c1ccccc1,8,-3,-12,-4,x,x,-0.1,x
COc1ccc(Cl)cc1NC(=O)COC(=O)CCc1cc(OC)c(OC)c(OC)c1,1,2,-7,-4,x,-7,0.0,-5
Cc1ccc(S(=O)(=O)NCC(=O)N(c2ccccc2)C(C(=O)NCc2ccccc2)c2ccco2)cc1 (centres undefined),5,9,-1,0,x,x,0.1,3
COCC#Cc1cnc2c(c1)C(=O)N([C@H](C)CO)C[C@@H](C)[C@H](CN(C)C(=O)Cc1ccccc1)O2,-4,-4,7,13,0.7,-1,0.2,-2
O=C(Nn1cc(C(=O)Nc2ccc(F)cc2F)c2ccccc2c1=O)c1cnccn1,2,-4,-24,-1,0.0,3,0.1,3
COCCNC(=O)C[C@@H]1C[C@@H]2c3cc(NC(=O)Nc4ccccc4F)ccc3O[C@@H]2[C@@H](CO)O1,x,x,x,x,0.0,0,0.3,1

More records follow:
structure,ERAP1 HTS inh,ERp5 inh,RAD52 anneal inh,S100A4 inh HTS,E-selectin induc,esBAF inh,XiGFP reactiv,RAD54 branch
Cc1ccc(NC(=O)C(C)SCc2nc3sc4c(c3c(=O)[nH]2)CCCC4)nc1 (centres undefined),2,3,-29,-4,1.6,-8,0.0,-22
Cc1ccc(S(=O)(=O)N[C@@H]2C=C[C@@H](CC(=O)O)O[C@H]2CO)cc1,3,-2,-3,7,-0.4,-3,-0.2,0
Cc1cc(C(=O)Cn2nc(C(=O)O)c3ccccc3c2=O)c(C)n1-c1cccc(C(F)(F)F)c1,-1,1,-23,-5,3.4,4,-0.1,-2
CCOc1c(Br)cc(CNc2ccc(N3CCOCC3)cc2)cc1OC,-2,3,0,-2,x,x,0.0,-8
CCCNC(=O)N1[C@H](CO)[C@@H](c2ccccc2)[C@@H]1CNC(=O)c1cccc(F)c1,1,0,-41,-2,0.0,-11,0.0,3
CCOC(=O)N1CCN(C(=O)c2c(-c3ccccc3)noc2C)CC1,x,6,-12,-3,x,5,0.0,-2
CCC(=O)N(C)C[C@@H]1Oc2cc(-c3ccc(F)cc3)ccc2S(=O)(=O)N([C@H](C)CO)C[C@H]1C,5,-2,15,3,-0.3,0,0.1,-3
CC1(C)CC(=O)C=C(Nc2ccc(Br)cc2F)C1,-3,4,-8,-1,0.1,1,0.2,2
CCCC#Cc1ccc([C@H]2[C@H]3CN(C(=O)c4cccnc4)CC(=O)N3[C@H]2CO)cc1,-1,-1,2,0,0.0,x,0.0,x
CCN=C1NN=C(c2ccc(C)cc2)CS1,0,u,-54,-3,x,24,x,-3
COC(=O)[C@]12C[C@H](CC(=O)NCc3ccc(C)o3)C(=O)N(CCC3=CCCCC3)C1=C[C@H](C(C)(C)C)O[C@@H]2C,-2,2,-20,-4,1.0,x,0.1,x
N#CCn1cc(/C=N/NC(=O)c2cc3c(ccc4ccccc43)o2)c2ccccc21,0,3,-33,-1,0.5,18,0.1,2
C[C@@H]1CN([C@H](C)CO)C(=O)c2cc(NC(=O)Nc3ccc(C(F)(F)F)cc3)ccc2O[C@@H]1CN(C)S(=O)(=O)c1cn(C)cn1,-1,-5,-4,1,x,-3,0.1,1
CCOC(=O)Cc1nc(-c2ccc(Cl)cc2)n[nH]1,-7,-3,-12,-5,0.1,x,0.0,x
O=C(CSc1nnc(NC2CCCCC2)s1)NCc1ccco1,-2,-3,-7,4,0.2,x,0.0,x
Cc1ccccc1-c1n[nH]nc1C1=CC(=O)CC(C)(C)C1,8,-1,-20,0,-0.2,-3,0.1,-4
Cc1cc(C)cc(N(CC(=O)Nc2ccccc2)C2=NC3CS(=O)(=O)CC3S2)c1 (centres undefined),3,3,-9,-16,-0.4,15,0.2,-1
CN1CCN(/N=C/c2ccc(-c3ccc([N+](=O)[O-])cc3)o2)CC1,8,-13,20,4,x,x,0.0,x
Cc1noc(C)c1NC(=O)N(C)C[C@H]1OCCCC[C@@H](C)Oc2ccc(NC(=O)c3ccncc3)cc2C(=O)N([C@H](C)CO)C[C@H]1C,-1,1,-10,-25,-0.1,0,-0.1,-8
CCn1cc(CN2CCCC(CO)(Cc3ccc(F)cc3)C2)c2ccccc21 (centres undefined),3,1,-3,-19,x,-6,0.1,-7
O=C(O)c1ccc(/C=N/Nc2nc(N3CCCCC3)nc(N3CCCCC3)n2)cc1,x,-3,-17,-3,-0.5,x,0.0,-1
CSc1ncccc1C(=O)OCc1ccccc1Cl,-1,-1,0,-10,x,x,-0.1,x
C[C@@H]1CN([C@H](C)CO)C(=O)c2cc(NC(=O)CCCN(C)C)ccc2O[C@H]1CN(C)Cc1ccccc1,3,4,-2,5,2.7,-3,0.1,7
CCN1C(=O)[C@H]2[C@@H](c3ccc(C)cc3)N[C@]3(CCCN(Cc4ccco4)C3=O)[C@H]2C1=O,5,-1,-4,-1,-0.2,-3,0.2,2
Cc1ccc(C(=O)Nc2cccc(S(=O)(=O)N(C)c3ccccc3)c2)o1,1,0,-8,5,x,2,0.2,-9
COCCN(Cc1ccc(C)cc1)C(=O)[C@@H](Cc1ccccc1)NC(=O)[C@H]1O[C@@H](n2ccc(=O)[nH]c2=O)[C@H](O)[C@@H]1O,5,8,-1,-3,-0.3,x,0.5,x
CCC(=O)N[C@H]1C=C[C@@H](CC(=O)NCc2ccccc2OC)O[C@@H]1CO,-3,0,14,-4,0.0,2,-0.2,-12
COc1ccc2nc3cccc(OC)c3nc2c1,8,3,-12,1,x,u,0.0,7
COc1ccccc1N1CCN(CC(=O)NC(=O)NCc2ccccc2)CC1,2,-5,-7,-1,-0.1,1,0.4,-2
Cn1ncc(Br)c1C(=O)N1CCOCC1,1,4,-11,8,-1.0,-18,0.2,0

The results go on:
structure,ERAP1 HTS inh,ERp5 inh,RAD52 anneal inh,S100A4 inh HTS,E-selectin induc,esBAF inh,XiGFP reactiv,RAD54 branch
CCC1(Cc2ccccc2)NC(=O)c2ccccc2O1 (centres undefined),2,1,4,1,x,x,0.0,x
COc1cc(S(=O)(=O)N(C)C2CCCCC2)c(C)cc1C,-3,-4,-7,-2,x,9,0.2,0
O=C1CC(c2cccnc2)c2cc3c(cc2N1)OCO3 (centres undefined),1,3,14,-1,0.0,-2,-0.1,-10
Cc1ccc(N(C(=O)CNC(=O)c2ccco2)C(C(=O)NC2CCCC2)c2ccncc2)cc1F (centres undefined),-1,0,-2,-3,x,1,0.0,3
COc1ccc2c3c([nH]c2c1)[C@@H](CO)N(C(=O)c1ccccc1)CC31CCN(C(=O)CC2CC2)CC1,1,-3,4,-2,-0.3,x,0.0,x
NNC(=O)CCc1nc2ccccc2[nH]1,-2,1,-15,-10,2.8,x,0.0,x
CSc1ccc(S(=O)(=O)NCC(=O)OC(C)C(=O)NCc2ccccc2)cc1[N+](=O)[O-] (centres undefined),-1,1,-11,-4,x,1,0.0,-4
